Screens: PubChem BioAssay, The Scripps Research Institute Molecular Screening Center
GPR151 activ – activators of human GPR151; Q8TDV0; PathHunter beta-arrestin GPR151 cells, luminescence; activation, % at 11.2 µM; hit rate 1% among 650,000; AID 1508602; in the data active = activation above about 4.9%;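 also: 0% = median of compound wells and 100% = cells with positive control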
Target sequence (Q8TDV0 whole entry, looked up): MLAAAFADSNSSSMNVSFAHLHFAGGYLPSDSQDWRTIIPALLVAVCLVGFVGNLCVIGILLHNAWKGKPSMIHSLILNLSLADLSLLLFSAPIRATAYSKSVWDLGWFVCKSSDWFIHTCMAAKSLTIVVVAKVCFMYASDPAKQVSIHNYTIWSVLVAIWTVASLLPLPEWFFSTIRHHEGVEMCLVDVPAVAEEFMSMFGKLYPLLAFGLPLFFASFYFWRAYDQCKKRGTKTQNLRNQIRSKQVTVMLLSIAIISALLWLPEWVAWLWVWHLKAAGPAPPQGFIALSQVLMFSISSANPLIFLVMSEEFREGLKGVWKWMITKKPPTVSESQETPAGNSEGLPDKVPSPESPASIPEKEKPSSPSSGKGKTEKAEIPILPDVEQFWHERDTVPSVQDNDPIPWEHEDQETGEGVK
TEAD-YAP inh – TEAD-YAP interaction inhibition; hit rate 1.4% among 640,000; inhibition, % at 9.12 µM; HEK-TIYL cells, TEAD-Gal4/YAP UAS-luciferase luminescence; in the data active = inhibition above about 32%;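 also: 0% = median of test compound wells and 100% = reference inhibitor wells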
FBW7 activator – human FBW7 E3 ligase activation, primary screen; AID 1259310; hit rate 0.13% among 650,000; Q969H0; normalized activity (activation), % at 26.1 µM; AlphaScreen FBW7–phospho-cyclin E peptide binding, activator screen; in the data active = normalized activity above about 1.9%;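 also: purified mutant Fbw7 with reduced substrate affinity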
MITF primary – human MITF inhibition, primary screen; AID 1259374; inhibition, % at 2.6 µM; hit rate 0.91% among 650,000; O75030; AlphaScreen MITF homodimerization, bead proximity signal; in the data active = inhibition above about 50%;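 also: 0% = vehicle wells with protein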
Target sequence (O75030 whole entry, looked up): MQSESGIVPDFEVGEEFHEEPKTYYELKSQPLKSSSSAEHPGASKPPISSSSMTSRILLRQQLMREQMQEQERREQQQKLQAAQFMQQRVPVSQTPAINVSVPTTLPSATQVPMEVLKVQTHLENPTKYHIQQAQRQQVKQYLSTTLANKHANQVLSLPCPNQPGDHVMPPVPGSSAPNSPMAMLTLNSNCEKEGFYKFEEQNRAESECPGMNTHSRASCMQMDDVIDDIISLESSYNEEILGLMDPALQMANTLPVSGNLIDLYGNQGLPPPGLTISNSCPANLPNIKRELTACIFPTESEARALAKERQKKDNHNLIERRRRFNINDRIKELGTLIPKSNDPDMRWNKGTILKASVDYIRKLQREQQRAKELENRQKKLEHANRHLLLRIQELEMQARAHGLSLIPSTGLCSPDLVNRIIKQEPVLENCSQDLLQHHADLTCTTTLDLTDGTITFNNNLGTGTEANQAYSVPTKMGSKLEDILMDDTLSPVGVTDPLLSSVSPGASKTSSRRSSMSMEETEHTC
* = called active by the depositor. Rows are unselected; overall some 3.5% were active at least once.

SMILES	GPR151 activ	FBW7 activator	MITF primary	TEAD-YAP inh
CC(C)NC(=O)CN1CCC2(CC1)Nc1ccccc1-n1cccc12	2.4	-0.2	1	-6
COc1cncc(-c2cnc(NC3CCOCC3)c3nccn23)c1	2.3	-0.3	17	-4
CCc1ccc2nc3sc(C(=O)NCC4CCCO4)c(N)c3cc2c1 (stereo not given)	0.1	0.1	8	6
O=C(/C=C/c1ccnc2ccccc12)c1cccs1	-3.5	-0.3	-2	-32
O=C(Nc1ccc(F)cc1)C1CCN(c2ccc(Br)cc2)C1=O (stereo not given)	1.6	0.1	-27	3
CCOC(=O)c1c(NC(=O)c2ccc(S(=O)(=O)N3CC(C)CC(C)C3)cc2)sc2c1CCN(C(C)C)C2 (stereo not given)	0.4	0.0	-16	2
CC(NC(=O)C1CCC(N2C(=O)C3CC=CCC3C2=O)CC1)c1ccccc1 (stereo not given)	-0.7	0.3	5	4
COc1ccccc1N1CCN(C(=O)CSc2nc3ccsc3c(=O)n2CCc2ccccc2)CC1	-1.5	0.6	14	44*
Cc1cccc(N2C(=O)c3ccc(C(=O)Nc4ccccn4)cc3C2=O)c1C	0.3	0.8	18	-6
O=C(Nc1ccc2c(c1)OCO2)[C@H](CSCc1ccccc1)N1Cc2ccccc2C1=O	1.5	-0.2	-6	-10
COc1cc(C(C)=O)ccc1OC(=O)c1cc2cc(Br)cc(OC)c2oc1=O	-0.6	0.2	8	11
Cc1cccc(NC(=O)c2ccc3c(=O)n(CC4CCCO4)c(=S)[nH]c3c2)c1 (stereo not given)	0.2	0.1	1	4
O=C(CSc1nnc2ncccn12)NCc1cccnc1	-1.3	-0.1	-2	-1
Cc1cccc(C(=O)OCC(=O)NC(C)(C)C)c1O	-0.2	0.0	-7	2
c1ccc(-c2csc(NC3CCCCC3)n2)cc1	-1.5	-0.1	4	-34
COc1ccc(-c2nc(CSCC(=O)N3CCC(C(N)=O)CC3)c(C)o2)cc1OC	0.3	-0.1	3	0
COC(=O)c1ccc2c(=O)n(CCc3ccc(S(N)(=O)=O)cc3)c(SCC(=O)Nc3ccccc3Cl)nc2c1	2.7	0.2	13	11
O=C(CC1Sc2ccccc2NC1=O)NCc1ccc2c(c1)OCO2 (stereo not given)	7.3*	0.0	1	2
COC(=O)C1=C(C)NC2=C(C(=O)CCC2)C1c1ccncc1 (stereo not given)	0.6	0.0	0	6
C=CCNC1=CC(=O)C(=O)c2ccccc21	0.8	0.1	2	15
N#CC1=C(N)N=C(SCc2ccc(C#N)cc2)C(C(N)=O)C12CCCCC2 (stereo not given)	-1.3	0.1	5	13
CC(C)n1c2ccccc2c2ccccc21	-0.4	0.2	4	9
COc1ccc(-c2cnc(N3CCN(C)CC3)nc2)cc1	2.9	-0.1	-2	-39
COc1ccc(/C=C2/N=C(c3ccccc3)OC2=O)cc1Cl	-0.6	0.1	-14	1
O=C(Nc1nn[nH]n1)c1cc(-c2ccccc2Cl)nc2ccccc12	-0.1	0.0	0	6
Cc1cc2c(cc1C)NC(c1ccccc1C(F)(F)F)C1=C(CC(C)(C)CC1=O)N2 (stereo not given)	-1.9	0.1	15	10
CC1CCC(N2CC(=O)N(C3CC3)C(c3ccc(F)cc3)C2=O)CC1 (stereo not given)	-0.8	0.3	20	-3
Cc1cc(C(=O)NCC2CCC3(CCN(Cc4ccccc4C)CC3)O2)n(C)n1 (stereo not given)	-0.5	0.2	6	9
C=CCOc1ccc(C(=O)N/N=C/c2cc([N+](=O)[O-])ccc2O)cc1	-0.9	0.9	2	1
O=C(Nc1cccc(F)c1)c1ccc(CNc2c(N3CCCCC3)c(=O)c2=O)cc1	-0.8	0.0	4	2
O=C1NC(c2ccccc2)(C(Cl)(Cl)Cl)N=C2SC=CN12 (stereo not given)	0.1	0.1	5	-5
CCN(CC)CCCNC(=O)c1cc(-c2ccc(Br)cc2)on1	-0.9	0.0	19	8
Cc1ncc(CCl)c2c1OC(C)(C)OC2	0.4	0.4	16	-6
O=C(Cc1ccccc1)NC(c1ccco1)c1ccc2cccnc2c1O (stereo not given)	0.0	-1.9	30	30
O=C(Nc1ccc(Cl)c(N2C(=O)C3C4c5ccccc5C(c5ccccc54)C3C2=O)c1)c1ccc2ccccc2c1O (stereo not given)	-0.9	0.1	-14	-11
COc1ccc(CC(=O)NNC(=O)c2ccc(SCc3cccc(F)c3)c([N+](=O)[O-])c2)cc1	1.6	-0.1	-1	-9
CN(C)c1ccc(/C=N/NC(=O)Cn2cnc3ccccc32)cc1[N+](=O)[O-]	-0.1	-0.1	-6	10
O=c1[nH]ncn2nc(-c3ccc(F)cc3)cc12	-0.1	0.3	14	-3
CCOC(=O)c1c(NC(=O)/C=C/C(=O)O)sc(C)c1-c1ccc(F)cc1	-2.2	0.1	7	20
COc1cc(C=O)cc(Cl)c1OC(F)F	1.7	0.4	9	11
O=C(Nc1cc(C(F)(F)F)ccc1Cl)C1CC(=O)N(c2ccc(Br)cc2)C1 (stereo not given)	1.1	0.2	14	6
O=C1C2C3c4ccccc4C(c4ccccc43)C2C(=O)N1/N=C/c1cccc(O)c1 (stereo not given)	-0.7	0.2	4	8
CCOc1ccccc1C(=O)Nc1cccc(-c2ccc(N3CCN(C)CC3)nn2)c1	0.0	-0.1	-5	-40
C=CCN1C(=O)C2(/C(=C(\O)c3ccccc3)C(=O)C(=O)N2CCCN(C)C)c2ccccc21 (stereo not given)	0.6	0.0	46	-1
O=C(c1ccc(Sc2ccc(F)cc2)c([N+](=O)[O-])c1)N1CCN(c2ccccc2)CC1	-0.3	-0.5	13	0
CC1CCC(NC(=O)CN(C)S(=O)(=O)c2ccc3c(c2)C(C)(C)C(=O)N3C)CC1 (stereo not given)	-0.4	-0.4	9	10
CC(C)Oc1ccc(N2C(=O)c3ccccc3C2=O)cc1	0.5	0.2	5	-25
Cc1ccc(S(=O)(=O)N2CCC(C(=O)NCC3CC3)CC2)cc1	-0.5	-0.1	0	-3
O=C(CCc1ccccc1)NNC(=O)COc1ccc2ccccc2c1	1.0	-0.1	1	1
N#Cc1c(-c2ccccc2)[nH]c(=S)[nH]c1=O	0.2	0.1	6	9
CCc1ccccc1NC(=O)c1cc(S(=O)(=O)NCc2ccccc2Cl)ccc1F	-0.2	0.1	7	7
O=C(CC1C(=O)NCCN1CCCc1ccccc1)NCC1C2CC3CC(C2)CC1C3 (stereo not given)	-0.2	-0.1	7	2
CCOc1ccc2c(c1)c1nnc(SCC(=O)NC(C)(C)C)nc1n2C	-0.6	-0.2	-3	-5
CCOC(=O)c1ccc(NC(=O)NNC(=O)c2cc(Cl)ccc2OC)cc1	-1.9	0.0	17	7
COc1ccc(N(CC(=O)Nc2ccc(Br)cc2)S(=O)(=O)c2ccc(C)cc2)cc1OC	-1.2	-0.2	2	0
COc1ccc(OC)c(/C=N/Nc2nc(C)cc(=O)[nH]2)c1	-0.4	0.1	-9	3
N=C1/C(=C\c2coc3ccccc3c2=O)C(=O)N=C2SC(Cc3ccccc3)=NN12	-0.1	0.1	-4	-1
Brc1ccccc1-c1nnc(SCc2cccnc2)o1	-0.4	0.0	8	-51
O=S(=O)(N/N=C1/CCCc2ccccc21)c1ccc(Br)cc1	0.5	0.0	4	17
Cc1csc(NC(=O)c2ccccc2S(=O)(=O)O)n1	0.1	-0.2	-10	-6

3 structures out of the list, ordered by molar mass, lowest first:
SMILES	GPR151 activ	FBW7 activator	MITF primary	TEAD-YAP inh
O=c1[nH]ncn2nc(-c3ccc(F)cc3)cc12	-0.1	0.3	14	-3
CCN(CC)CCCNC(=O)c1cc(-c2ccc(Br)cc2)on1	-0.9	0.0	19	8
CC1CCC(NC(=O)CN(C)S(=O)(=O)c2ccc3c(c2)C(C)(C)C(=O)N3C)CC1 (stereo not given)	-0.4	-0.4	9	10

The results go on:
SMILES	GPR151 activ	FBW7 activator	MITF primary	TEAD-YAP inh
O=S(=O)(NCC(c1cccnc1)N1CCOCC1)c1cc(F)ccc1F (stereo not given)	-1.1	-0.4	10	-7
COc1ccc(CN2CCN(C3CCOCC3)CC2CCO)cc1C (stereo not given)	-3.0	0.3	10	14
COc1cc(C2NC(=O)NC(C)=C2C(=O)OCC2CCCCC2)ccc1O (stereo not given)	-0.3	-0.1	5	-6
CCCCc1c(C)[nH]c2c(OC)cccc2c1=O	-0.2	0.0	-2	-44
Cc1c(C(=O)NCCN2CCOCC2)sc2ncn(CC(=O)N3CCCCC3)c(=O)c12	-1.8	0.1	7	3
Cc1ccc(N(C(=O)c2ccccc2)C2CCS(=O)(=O)C2)cc1 (stereo not given)	-0.9	0.5	5	-41
CCOC(=O)c1c(NC(=O)c2ccc(C(F)(F)F)cc2)sc2c1CCCC2	-0.6	0.2	4	-2
COc1cc(NC(=O)c2ccccc2F)c(C(=O)O)cc1OC	-0.6	0.2	10	-5
COc1cc(Cl)c(C)cc1Nc1nc2ccccc2n2nnnc12	-1.0	-0.1	3	-28
COc1cccc(/C=C(\C#N)C(=O)Nc2ccc(S(N)(=O)=O)cc2)c1	-0.4	0.1	1	1
Cc1ccc2c(c1)cc(CN(CCc1ccccc1)C(=O)c1ccco1)c1nnnn12	1.0	-0.1	-2	-2
Cc1nc2ccccc2n1CCC(=O)Nc1cccc(F)c1	0.4	0.1	3	0
Cc1csc(N/N=C/c2cc(Br)c(O)c(Br)c2)n1	-1.6	-0.2	-2	2
Cc1cccc(C(=O)Nc2ccc3c(c2)C(=O)N(CC(C)C)C3=O)c1	0.7	0.1	-8	-15
COc1ccccc1Cn1c(=S)[nH]c2cc(C(=O)NCCc3ccccc3)ccc2c1=O	0.0	0.0	8	0

Continued, starting with the last 4 of the part before.
SMILES	GPR151 activ	FBW7 activator	MITF primary	TEAD-YAP inh
Cc1nc2ccccc2n1CCC(=O)Nc1cccc(F)c1	0.4	0.1	3	0
Cc1csc(N/N=C/c2cc(Br)c(O)c(Br)c2)n1	-1.6	-0.2	-2	2
Cc1cccc(C(=O)Nc2ccc3c(c2)C(=O)N(CC(C)C)C3=O)c1	0.7	0.1	-8	-15
COc1ccccc1Cn1c(=S)[nH]c2cc(C(=O)NCCc3ccccc3)ccc2c1=O	0.0	0.0	8	0
CC(C)C(C(=O)Nc1ccccc1[N+](=O)[O-])N1C(=O)c2ccccc2C1=O (stereo not given)	0.5	0.1	4	-7
O=C(c1ccc([N+](=O)[O-])cc1)N1CCN(Cc2cccc(Br)c2)CC1	-1.1	0.0	50	-3
Cc1ccc(N2C(=O)C3ON(c4ccccc4)C(c4ccco4)C3C2=O)cc1 (stereo not given)	0.8	-0.2	-14	-15
O=C(NCc1ccco1)c1cc2c(s1)CCCCC2	-0.4	-0.2	2	-77
CCOc1ccc(S(=O)(=O)Nc2cccc(C)c2)c2cccnc12	1.4	-0.1	1	-8
Cc1cccc(Nc2ncnc3c2c(-c2ccccc2)cn3-c2cccc(Cl)c2)c1	-0.6	0.0	-2	-8
COc1ccc(N=Cc2c(O)n(-c3ccc(OC)cc3)c(=S)[nH]c2=O)cc1	-1.5	-0.1	-5	5
Cc1cnc(N2CCN(c3ccccn3)CC2)nc1NCCCN1CCCC1=O	2.3	0.3	15	3
COc1ccc(C2/C(=C(\O)c3ccc(Cl)cc3)C(=O)C(=O)N2c2ccc(Br)cn2)cc1 (stereo not given)	1.5	-0.2	0	0
COCCCNC(=O)/C(C#N)=C/c1cc(C)n(-c2cccc(Cl)c2)c1C	-0.8	0.1	10	-8
COc1ccc(-c2cc(C(=O)O)c3c(=O)n(C)c(=O)n(C)c3n2)cc1	-0.4	0.9	21	5
O=C(O)CC(NS(=O)(=O)c1cccs1)c1ccc(F)cc1 (stereo not given)	-2.0	0.2	14	12
CC1CCN(C(=O)CSc2nc(=O)[nH]c3c2CCC3)CC1	1.7	-0.1	0	2
COc1cccc(/C=C2/NC(=O)N(Cc3ccccc3F)C2=O)c1	0.8	0.5	-5	3
Cc1ccc(N(CC(=O)N2CCC(Cc3ccccc3)CC2)S(=O)(=O)c2ccc(C)cc2)cc1	-1.5	0.6	15	9

A few values from the results shown:
CC1CCN(C(=O)CSc2nc(=O)[nH]c3c2CCC3)CC1 | MITF primary = 0
Cc1ccc(N2C(=O)C3ON(c4ccccc4)C(c4ccco4)C3C2=O)cc1 (stereo not given) | MITF primary = -14

Continuation:
SMILES	GPR151 activ	FBW7 activator	MITF primary	TEAD-YAP inh
Cc1ncsc1CCC(=O)NCC1CC(Cc2ccc(F)cc2)=NO1 (stereo not given)	0.6	0.0	1	-2
CCS(=O)(=O)NCC1CC(=O)N(Cc2ccc(F)cc2)C1 (stereo not given)	-0.4	0.1	5	19
O=C(O)c1ccc(NC(CS(=O)(=O)Cc2ccc(Cl)cc2)C(=O)O)c([N+](=O)[O-])c1 (stereo not given)	-1.8	0.2	1	-11
Cc1ccc(NC(=O)C(=S)N2CCOCC2)cc1	0.7	0.2	15	-3
CC1(C)CC(=O)c2cc(-c3ccccc3)n(-c3ccc(S(N)(=O)=O)cc3)c2C1	-0.2	0.0	12	4
COC(=O)c1c(NC(=O)CSc2nnc3nc(C)cc(C)n23)sc2c1CCCCC2	1.2	-0.1	6	10
O=C(OCc1cc([N+](=O)[O-])cc2c1OCOC2)c1c(F)cccc1Cl	-0.8	0.1	3	-19
O=C(NCc1nc(-c2ccncc2)n[nH]1)c1ccccc1-c1ccccc1	1.6	0.0	0	1
Cc1cccc(-c2nc(C#N)c(NCC(C)C)o2)c1	2.7	-0.2	-15	-63
